Tat transport: E. coli Tat transport inhibition | E. coli MC4100 TorA-mCherry Tat export, fluorescence | inhibition, % at 10 µM | hit rate 0.036% among 340,000;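 active = mean replicate inhibition at least 50% and at least half of replicates individually reaching 50%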;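 also: exported cargo escapes ClpAP degradation while cytoplasmic cargo is degraded and loses fluorescence; 0% = median of neutral control wells and 100% = median of NaSCN control wells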
E coli growth: counter-screen for AddAB inhibitors: E. coli growth inhibition | AID 449728 | E. coli V3065 growth, OD600 absorbance, 18 h | hit rate 0.27% among 330,000 | inhibition, % at 11.9 µM;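 active = inhibition above the campaign's mean inhibition across all tested compounds plus 3 SD, cut at about 9.9% in these data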;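 also: uninfected addAB+ strain grown without phage in ampicillin broth; 0% = DMSO wells and 100% = ciprofloxacin 0.95 µg/ml wells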
CAL PDZ inh: human CAL PDZ-peptide interaction inhibition; Q9HD26; hit rate 0.02% among 330,000; AID 504414; purified CAL PDZ, TMR-peptide fluorescence polarization, 1 h; inhibition, % at 20 µM;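 active = highest replicate inhibition of at least 40%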;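 also: plate controls were DMSO neutral control wells for no effect and unlabeled competitor peptide control wells for full effect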
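Test system: tagged CAL PDZ domain / Buffer or medium: sodium phosphate/NaCl buffer pH 7.4 with TCEP, IgG, Thesit / Reagent: TMR-labelled reporter peptide T*-PRC34 bound in PDZ groove / Compound dosing: single point, 20 µM / Schedule: 1 h incubation at room temperature before polarization reading / Technique: fluorescence polarization (mP) / Benchmarks: unlabelled peptide, DMSO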
Rtt109 HAT inh: C. albicans Rtt109 histone acetyltransferase inhibition | purified Rtt109/Vps75, ThioGlo CoA-SH fluorescence, 4 h | hit rate 0.16% among 330,000 | inhibition, % at 34.9 µM;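 active = inhibition of at least 50% in every replicate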
Target sequence (Q5AAJ8 whole entry, looked up): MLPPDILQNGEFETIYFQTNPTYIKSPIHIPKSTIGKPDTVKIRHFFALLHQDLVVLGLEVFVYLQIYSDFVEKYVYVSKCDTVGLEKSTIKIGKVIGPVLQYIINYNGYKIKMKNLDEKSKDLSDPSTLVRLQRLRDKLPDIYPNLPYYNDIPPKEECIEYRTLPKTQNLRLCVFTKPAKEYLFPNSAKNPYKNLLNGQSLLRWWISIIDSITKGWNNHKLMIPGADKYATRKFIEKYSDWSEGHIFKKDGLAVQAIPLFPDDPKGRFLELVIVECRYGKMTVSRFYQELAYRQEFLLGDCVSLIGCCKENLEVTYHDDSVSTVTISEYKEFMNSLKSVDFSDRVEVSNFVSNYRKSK
phage Ecoli inh: E. coli growth loss with phage present; growth absorbance; inhibition, % at 11.9 µM; hit rate 0.26% among 360,000; AID 651602; in the data active = inhibition above about 11%
AddAB inh: less growth of phage-infected E. coli with AddAB. hit rate 0.29% among 330,000. E. coli expressing H. pylori AddAB, absorbance growth. inhibition, % at 11.9 µM. AID 435030; in the data active = inhibition above about 12%;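 also: 0% = vehicle wells of infected cells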
PfHsp90 yeast 2: growth inhibition of yeast expressing Plasmodium Hsp90 | S. cerevisiae expressing PfHsp90, BacTiter-Glo ATP, 48 h; yeast lacking PDR1 and PDR3 efflux regulators | inhibition, % at 9.4 µM | hit rate 0.32% among 310,000 | AID 504621;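 active = every replicate shows inhibition above about 80%, whatever the replicate mean, limit read from the data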;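 also: 0% = DMSO neutral controls and 100% = 20 µM radicicol positive controls; yeast relying on Plasmodium falciparum Hsp90 in place of its own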
Wnt act: activators of Wnt/beta-catenin signaling | Wnt/beta-catenin reporter cell assay, activator, plate reader | activation, % at 9.35 µM | hit rate 1.2% among 300,000 | AID 743398; in the data active = activation above about 30%, passing the limit was not always enough;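 also: 0% = neutral control wells and 100% = positive control wells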
DAGLB inh: blocks human DAGLB lipase activity. AID 504411. hit rate 0.059% among 340,000. HEK293T DAGLB membrane lysate, EnzChek fluorogenic substrate. inhibition, % at 5.17 µM. Q8NCG7; in the data active = inhibition above about 34%;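 also: 0% = enzyme with vehicle and 100% = wells lacking enzyme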
Target sequence (Q8NCG7 whole entry, looked up): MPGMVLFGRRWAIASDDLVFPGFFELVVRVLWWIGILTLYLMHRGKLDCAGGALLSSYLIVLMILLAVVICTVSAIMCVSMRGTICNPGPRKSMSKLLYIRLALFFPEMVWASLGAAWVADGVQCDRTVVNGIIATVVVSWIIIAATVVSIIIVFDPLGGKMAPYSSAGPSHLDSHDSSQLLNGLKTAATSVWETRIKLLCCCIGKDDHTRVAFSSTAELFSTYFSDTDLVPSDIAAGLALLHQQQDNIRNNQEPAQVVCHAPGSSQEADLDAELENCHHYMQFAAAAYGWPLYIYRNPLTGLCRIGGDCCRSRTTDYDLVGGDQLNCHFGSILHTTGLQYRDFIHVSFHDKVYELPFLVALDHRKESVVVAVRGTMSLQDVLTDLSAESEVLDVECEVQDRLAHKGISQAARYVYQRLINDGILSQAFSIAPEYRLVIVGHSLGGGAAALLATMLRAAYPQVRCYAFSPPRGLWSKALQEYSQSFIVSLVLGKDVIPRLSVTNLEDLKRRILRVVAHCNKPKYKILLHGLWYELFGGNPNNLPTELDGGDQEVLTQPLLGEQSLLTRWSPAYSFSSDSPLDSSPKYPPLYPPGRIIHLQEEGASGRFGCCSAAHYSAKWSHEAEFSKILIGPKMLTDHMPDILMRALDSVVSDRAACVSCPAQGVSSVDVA
PvdQ acylase: blocks Pseudomonas aeruginosa PvdQ acylase activity. AID 488965. inhibition, % at 10 µM. purified PvdQ acylase, fluorescence plate reader. hit rate 0.063% among 340,000; in the data active = inhibition above about 30%, passing the limit was not always enough;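 also: 0% = vehicle neutral wells and 100% = reference inhibitor wells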
* = called active by the depositor; i = inactive; . = not tested or not shown.

SMILES	PfHsp90 yeast 2	CAL PDZ inh	phage Ecoli inh	Wnt act	Tat transport	Rtt109 HAT inh	AddAB inh	E coli growth	DAGLB inh	PvdQ acylase
O=C(N/C(=C/C=C\c1ccccc1)C(=O)N1CCOCC1)c1ccc(Br)cc1	-3	-2.4	0.8	0	-4	8	5.5	-0.3	2	11
Cc1ccc(C2C=C(c3ccc4c(c3)OCO4)Nc3ncnn32)cc1 (stereo not drawn)	0	-1.9	3.8	-1	0	-178	-0.6	-1.4	-4	-12
CCC(=O)Nc1nnc(S(=O)(=O)N(CC(C)C)c2ccccc2)s1	-25	1.1	2.5	2	0	-3	0.3	-0.3	2	4
COc1ccc(-c2ccc(SCC(=O)Nc3nnc(C)s3)nn2)cc1	19	-0.4	3.9	35*	-4	-1	-0.6	-2.2	2	-13
CCCc1nn2c(=O)cc(CSCC(=O)Nc3cccc(OC)c3)nc2s1	3	-0.5	2.8	-2	9	-1	-0.3	0.2	0	6
CCOc1ccc(CNS(=O)(=O)c2cc(CN3C(=O)c4cccnc4C3=O)ccc2OC)cc1	-34	-1.5	3.1	-3	2	-19	3.4	1.1	3	-8
CC(=O)NC1C2CN3CCN(C2)CC1(Cc1ccccc1)C3 (stereo not drawn)	.	0.4	2.2	10	1	-10	-1.4	-2.1	1	-11
CC(=O)Nc1ccc(NCC(O)COc2ccccc2)cc1 (stereo not drawn)	-10	0.8	3.5	.	-14	-6	4.5	0.9	-3	6
COc1ccc(/C(C)=N/NC(=O)CNC(=O)c2ccncc2)cc1	-5	-2.2	1.2	-5	3	7	3.4	-0.1	2	-2
CCOC(=O)N1CCN(C(=O)COc2ccc(Cl)c(C)c2)CC1	5	-0.4	5.5	4	-12	0	-2.8	-1.7	1	-8
CC1(C)Cc2nc3sc4c(SCC(=O)O)ncnc4c3cc2CO1	15	-0.2	2.0	16	0	-4	1.8	-0.6	-1	-4
COc1ccc(CNCc2ccncc2)c(OC)c1	8	-0.3	3.5	0	6	8	4.7	2.0	0	-9
CC(C)c1ccc(CN2CCN(C(=O)CCl)CC2)cc1	-7	1.9	5.5	-1	6	12	.	.	1	5
O=C(CCCOc1ccccc1)N1CCN(S(=O)(=O)c2ccccc2)CC1	-15	0.2	-2.0	-2	-4	-10	1.5	1.1	-4	-16
O=C(CCl)Nc1cc(S(=O)(=O)N2CCOCC2)ccc1N1CCOCC1	-4	.	2.3	-2	-4	7	0.7	-0.2	-4	26
NNC(=S)NCCc1ccccc1	3	0.4	2.3	-3	-7	-5	1.9	4.2	-3	8
CC1CCCN(S(=O)(=O)c2ccc3c(c2)CCN3C(=O)C2CCC2)C1 (stereo not drawn)	-67	-2.9	0.5	.	-4	-7	2.4	1.7	0	-13
CS(=O)(=O)N(CC(=O)N1CCN(c2ccccc2)CC1)c1cccc(Br)c1	5	-0.6	-1.1	2	-11	-1	2.3	-0.9	1	-13
Cc1ccc(S(=O)(=O)N2CCCCC2)cc1NC(=O)c1cc2ccccc2o1	-20	1.1	4.3	0	0	-1	1.3	1.0	0	-3
CCNC(=S)N1CCN(S(=O)(=O)c2ccc(C)cc2)CC1	.	1.6	2.0	1	-15	10	-0.3	-0.9	1	14
Cc1sc2ncnc(NCCc3ccc(S(N)(=O)=O)cc3)c2c1C	-6	-1.8	1.6	.	-1	0	1.9	0.5	2	8
CC(=O)Nc1ccc(Sc2ncnc3scc(-c4ccccc4)c23)cc1	1	-2.2	3.2	.	6	14	2.8	-0.5	0	4
CCOC(=O)C1CCN(C(=O)c2cccc(NS(=O)(=O)c3ccc(Br)cc3)c2)CC1	6	0.0	4.4	2	1	18	4.2	1.6	-3	-2
CCOC(=O)Cn1c(=O)n(C2CCCC2)c(=O)c2ccccc21	-28	-1.2	1.4	-2	-5	0	1.7	-0.6	2	-13
CC(C)OC(=O)c1ccc(NC(=O)c2ccco2)cc1	17	.	0.8	19	4	5	1.5	-1.2	4	3
CN(Cc1cccc(Cl)c1Cl)C(=O)c1ccc(NC(=O)CC#N)cc1	-17	-0.5	4.6	.	1	-17	2.6	-5.6	1	-8
CC(NC(=O)CC(O)(C(F)(F)F)C(F)(F)F)c1ccccc1 (stereo not drawn)	7	-1.2	2.4	-2	-3	34	4.9	-3.0	2	4
N=c1c(S(=O)(=O)c2ccc(Br)cc2)cc2c(=O)n3ccccc3nc2n1Cc1ccco1	4	-3.2	0.5	2	-5	-92	2.4	-0.2	7	-18
O=C(NNC(=O)C1CCC1)c1ccc(Cl)cc1	16	-1.8	1.2	1	-8	20	2.0	-0.9	0	5
COc1cc(/C=N/NC(=O)c2cc(-c3ccc4c(c3)OCO4)n[nH]2)ccc1O	3	-3.3	2.3	5	-2	19	1.1	-3.7	-7	-1
O=C(Cc1ccc(Cl)cc1)Nc1ccccc1C(=O)Nc1ccc(C(=O)O)cc1	-8	0.6	3.6	1	-12	2	0.6	1.3	2	-1
Cc1ccc(C2(c3ccccc3)NC(=O)N(CC(=O)NC3(C#N)CCCC3)C2=O)cc1C (stereo not drawn)	4	-2.3	2.5	-4	-8	2	-0.3	-1.9	-3	-9
Cn1c(=O)c2ncn(CC(=O)NCCC3=CCCCC3)c2n(C)c1=O	5	-1.4	2.5	0	0	-2	0.4	-0.7	0	-12
CN(C)S(=O)(=O)c1cccc(N=C2NN=C(c3ccccc3)CS2)c1	.	.	2.5	0	.	.	4.0	-0.5	.	.
COc1ccccc1N1CCN(C(=O)c2ccc(N(C)S(=O)(=O)c3ccccc3)cc2)CC1	12	-1.0	0.0	-2	9	3	3.2	1.1	0	-9
CCOC(=O)c1sc(NC(=O)Cn2nnc3sc4c(c3c2=O)CCC(C(C)(C)C)C4)nc1C (stereo not drawn)	12	-1.4	3.2	-1	6	-3	1.5	1.4	3	-3
O=C(c1ccc(F)cc1F)N1CCN(S(=O)(=O)c2ccc3c(c2)OCCO3)CC1	.	-1.0	-0.9	-3	-2	11	1.5	-0.7	0	-8
CC(C)N(CCCNC(=O)CC1Oc2ccccc2NC1=O)Cc1ccccc1 (stereo not drawn)	23	0.8	1.4	-3	-1	12	3.9	2.0	1	-20
CCCCCCCCNCCS(=O)(=O)NC1CCCCC1	-32	-1.1	2.5	0	6	1	.	.	1	-6
CC(=O)Nc1cccc(NC(=O)c2cc(C)on2)c1	-12	-0.5	4.2	-1	-5	-1	2.4	0.8	1	-6
CC(C)(CS(=O)(=O)[O-])NC(=O)CC[N+](C)(C)CCO	-1	1.2	-0.2	.	-1	0	3.5	-0.9	-3	8
Cc1ccc(S(=O)(=O)NC2CCCCC2)cc1C(=O)N1CCC(C(N)=O)CC1	-7	-0.2	0.9	-5	9	3	1.6	4.0	-1	-3
COC(=O)c1ccccc1NC(=O)C1CCN(S(=O)(=O)c2cc(OC)ccc2OC)CC1	-1	-0.1	1.2	.	-9	7	3.3	-1.6	-2	4
CN(C)c1nnnn1Cc1ccccc1	0	-0.3	2.9	-5	-1	4	2.0	-1.9	0	6
Cc1ccccc1-c1nc(P(=O)(c2ccccc2)c2ccccc2)c(N2CCOCC2)o1	3	-1.5	3.0	3	10	7	0.7	-1.5	-4	1
O=S(=O)(NCc1ccc(F)cc1)c1ccc2c(c1)OCCO2	.	-2.4	2.9	1	1	-1	2.9	3.7	-1	1
CCC(C)(C)n1nnnc1C(c1ccccn1)N1CCN(c2cccc(OC)c2)CC1 (stereo not drawn)	12	-1.5	2.6	.	4	11	-0.2	1.5	-2	-3
Cc1ccc(OCC(=O)NN=C2C3CC4CC(C3)CC2C4)cc1	0	-0.3	2.4	4	10	-1	0.7	1.2	-5	-15
CC1(C)N(O)CC(c2cccs2)=[N+]1[O-]	9	-0.1	1.8	.	20	-8	2.8	-0.9	-4	-18
CCOc1ccc(N=C2SC(C(=O)O)CC(=O)N2C)cc1 (stereo not drawn)	36	-0.4	5.6	.	-3	2	0.6	-2.0	0	-20
CCCCOc1ccccc1C1CC(=O)NC2=C1C(=O)CCC2 (stereo not drawn)	31	.	0.7	-11	1	2	0.6	-1.7	0	-7
CC(=O)Nc1ncc2c(n1)CC(c1ccco1)CC2=O (stereo not drawn)	13	-0.4	2.6	-5	1	3	-1.2	0.6	-3	-21
CCN(CC)CCCOC(=O)c1ccc(OC)cc1O	7	-0.3	5.3	0	2	-13	2.7	-1.3	1	-9
CCc1ccc(N2CC(C)Cn3c2nc2c3c(=O)[nH]c(=O)n2C)cc1 (stereo not drawn)	1	1.6	-0.3	0	10	-1	2.4	2.8	0	-3
C/C=C/COC(=O)C1=C(C)NC(=O)NC1c1ccc2c(c1)OCO2 (stereo not drawn)	6	-0.7	0.9	-2	-3	-4	1.8	-2.3	0	-4
C=CCCCCCCCCc1nc(SCC(=O)O)n[nH]1	-11	-2.0	5.1	3	2	2	2.9	1.2	2	-11
CCOC(=O)c1[nH]c2ccccc2c1NC(C)=O	7	-1.6	6.3	-2	-6	12	-2.6	-2.6	-3	-2
CSc1nsc(SCC(=O)Nc2cc(C(=O)O)ccc2C)n1	15	-1.6	3.6	-1	-8	-3	2.7	0.7	-3	1
CSc1ccc(CN(C)CC(=O)Nc2ccccc2Br)cc1	3	-0.6	0.8	.	12	-16	2.2	0.2	-20	-9
O=c1[nH]cnc2ccccc12	15	0.7	i	-1	4	13	i	0.8	-7	6

Continuation:
SMILES	PfHsp90 yeast 2	CAL PDZ inh	phage Ecoli inh	Wnt act	Tat transport	Rtt109 HAT inh	AddAB inh	E coli growth	DAGLB inh	PvdQ acylase
CCOc1ccc(NC(=O)CC2C(=O)N(c3ccc(OC)cc3)C(=S)N2Cc2ccccn2)cc1 (stereo not drawn)	-10	-0.4	2.3	-22	-4	13	-1.5	-0.1	1	0
Cc1ccc(NC(=O)CSc2cccc[n+]2[O-])c([N+](=O)[O-])c1	.	-0.3	1.0	1	-5	1	1.0	0.2	2	-11
Cc1ccsc1C1Nc2ccc3ncccc3c2C2=C1C(=O)CC(C)(C)C2 (stereo not drawn)	-7	1.8	3.5	.	3	-7	-1.1	0.7	0	9
Cc1ccc2nc(-c3ccc(NC(=O)CSCC(=O)O)cc3)sc2c1	20	-3.1	2.0	72*	-6	8	-0.4	0.6	6	-1
CN(Cc1ccc(OC(F)F)cc1)C(=O)c1ccc2c(=O)n3c(nc2c1)CCC3	-27	-0.8	4.0	1	-7	-6	2.5	-0.9	1	-15
Cc1nc2ccccn2c1C(=O)C(=O)Nc1cc(F)ccc1F	-28	-1.5	0.1	4	-7	0	-2.3	2.7	-1	-12
COc1cc(C2NC(=O)NC(C)=C2C(=O)OC(C)C)ccc1OC(=O)c1ccco1 (stereo not drawn)	-6	-0.5	2.3	.	0	3	0.2	-1.2	1	-7

Ordered by value in DAGLB inh (ascending): three from the list above.
SMILES | DAGLB inh
Cc1ccsc1C1Nc2ccc3ncccc3c2C2=C1C(=O)CC(C)(C)C2 (stereo not drawn) | 0
CCOc1ccc(NC(=O)CC2C(=O)N(c3ccc(OC)cc3)C(=S)N2Cc2ccccn2)cc1 (stereo not drawn) | 1
Cc1ccc2nc(-c3ccc(NC(=O)CSCC(=O)O)cc3)sc2c1 | 6

Source: PubChem (several laboratories)
